Bioassay records from PubChem.
Nrf2 block – inhibitors of Nrf2 signaling | A549 ARE-Fluc reporter, luciferase luminescence, 18-24 h | Potency, µM (doses to about 46 µM), for the others: at the top dose activity change, negative = inhibition, usual class: inhibitors | actives 2.1% (n = 360,000) | AID 504444; also: potency is read from the fitted curve at half-maximal effect; % is scaled to controls: 0 for no effect and ±100 for the full control effect; nearly all actives have a fitted effect of over 60% in size
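Quantitative HTS in A549 cells stably bearing an antioxidant response element-firefly luciferase construct. Inhibition of Nrf2-driven transcription was scored by luminescence after 18-24 h of compound exposure at 37 °C.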
TGFb SMAD3 inh – TGF-b pathway inhibition; HepG2 CAGA-GFP TGF-b/SMAD3 reporter, GFP fluorescence, 18 h; TGF-beta stimulated, 500 pg/mL final; AID 588855; actives 1.2% (n = 410,000); Potency, µM (titrated, usually from 46.1 µM), for inactives: at the top dose activity, negative = inhibition, actives largely listed as inhibitors; also: potency is read from the fitted curve at half-maximal effect; % is scaled to controls: 0 for no effect and ±100 for the full control effect; nearly all actives have a fitted effect of over 65% in size
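HEPG2 CAGA-GFP cells (1000/well, DMEM with 1% FBS) were pre-incubated 2 h at 37 degrees C, given compound by pin tool, then stimulated with TGF-beta at 500 pg/mL final for 18 h before per-cell GFP fluorescence imaging.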
S2 tox – cell viability loss in ATXN counter-screen; S2 cells (HEK-293 line with an ATXN2-luciferase reporter) viability, CellTiter-Fluor protease fluorescence, 24 h; Potency, µM (doses to about 56.7 µM), hits mostly cytotoxic; actives 0.49% (n = 400,000); AID 651635; also: potency is read from the fitted curve at half-maximal effect; nearly all actives have a fitted effect of over 40% in size
HepG2 tox – kills HepG2 cells in TGF-b inhibitor counter-screen; HepG2 CAGA-GFP viability, ATP luminescence, 18 h; Potency, µM (top dose mostly 46.1 µM), inactives show at the top dose activity change, negative = cytotoxicity, most hits filed as cytotoxic; actives 0.76% (n = 410,000); AID 588856; also: potency is read from the fitted curve at half-maximal effect; some results filed as inactive show a strong effect at the top dose
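HepG2 CAGA-GFP cells (1000/well, DMEM with 1% FBS) received compound, then TGF-beta at 500 pg/mL final, and were incubated 18 hours at 37 degrees C. Viability was read by CellTiter-Glo luminescence. Media-only wells were set as complete cell-killing and DMSO as no toxicity.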
Nrf2 activator – activates Nrf2 signaling | Potency, µM (top dose mostly 46.1 µM), for inactives: top-dose activation, actives largely listed as activators | actives 0.31% (n = 410,000) | AREc32 ARE-luciferase reporter (MCF7-derived line), luminescence, 24 h; also: potency is read from the fitted curve at half-maximal effect; % of control where 0% means no effect; nearly all actives have a fitted effect of over 65% in size
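ARE activation measured as luciferase luminescence (Steady-Glo, 30 min RT) in AREc32_Fluc cells after 24 hr compound exposure at 37 deg C, 5% CO2; cells seeded overnight at 1000/well in OPTI-MEM, 5% FBS.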
IL2 activator – IL-2 activation. IL-2 activation reporter assay, cell-based qHTS; stimulated with anti-CD3/CD4/CD28 beads; in transgenic mouse T cells. activation, % (series mostly up to about 46 µM). actives 0.065% (n = 360,000). AID 652025; in the data active = activation above about 50%; inconclusive = mostly about 30% to 49%; also: 0% is about no effect
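Using fluorescent plate cytometry, EGFP and DsRed are detected in transgenic mouse T cells stimulated 18 h at 37 degrees C with antibody-coated beads after 60 min compound pretreatment.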
EPAC2 agonist – EPAC2 (human) agonism; Potency, µM (top dose mostly 154 µM), without a hit: at the top dose activation, usual class: activators; actives 0.079% (n = 360,000); EPAC2 activation, biochemical qHTS; response scale: 100% = 6.5 mM cAMP response; Q8WZA2; also: potency is read from the fitted curve at half-maximal effect; nearly all actives have a fitted effect of over 50% in size
Target sequence (Q8WZA2 whole entry, looked up): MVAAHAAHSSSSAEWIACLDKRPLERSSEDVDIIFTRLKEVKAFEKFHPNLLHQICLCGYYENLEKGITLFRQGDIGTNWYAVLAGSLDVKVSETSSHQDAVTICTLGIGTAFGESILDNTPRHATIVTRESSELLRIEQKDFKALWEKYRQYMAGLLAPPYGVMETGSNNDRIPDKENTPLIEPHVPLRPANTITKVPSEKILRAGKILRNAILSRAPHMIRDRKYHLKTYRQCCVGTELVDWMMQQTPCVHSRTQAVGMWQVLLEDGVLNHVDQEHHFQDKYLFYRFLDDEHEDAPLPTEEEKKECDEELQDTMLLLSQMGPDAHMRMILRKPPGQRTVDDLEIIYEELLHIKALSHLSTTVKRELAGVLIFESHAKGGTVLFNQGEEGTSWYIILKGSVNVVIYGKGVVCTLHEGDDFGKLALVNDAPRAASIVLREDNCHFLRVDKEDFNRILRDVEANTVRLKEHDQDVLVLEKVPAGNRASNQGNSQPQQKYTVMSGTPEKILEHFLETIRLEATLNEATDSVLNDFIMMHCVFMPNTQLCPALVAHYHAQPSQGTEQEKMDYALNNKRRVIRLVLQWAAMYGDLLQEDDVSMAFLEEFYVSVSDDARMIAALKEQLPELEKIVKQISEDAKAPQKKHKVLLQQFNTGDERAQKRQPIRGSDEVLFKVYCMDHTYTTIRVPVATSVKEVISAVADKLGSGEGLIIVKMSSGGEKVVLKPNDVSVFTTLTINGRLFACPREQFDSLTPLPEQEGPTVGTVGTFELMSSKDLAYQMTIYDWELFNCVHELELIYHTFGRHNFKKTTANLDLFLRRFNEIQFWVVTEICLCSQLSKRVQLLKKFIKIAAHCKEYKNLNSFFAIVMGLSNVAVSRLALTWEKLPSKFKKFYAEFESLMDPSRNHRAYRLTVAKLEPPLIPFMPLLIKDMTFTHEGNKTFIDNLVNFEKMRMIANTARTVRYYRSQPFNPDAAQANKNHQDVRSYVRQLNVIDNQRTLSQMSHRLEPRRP
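EPAC2 (100 nM) mixed with Rap1B loaded with BODIPY-GDP (250 nM) plus 50 uM unlabeled GDP; compounds pinned in, 5 min RT, then read every 5 min for 30 min (ex 480, em 540 nm). Normalized to cAMP control.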
A549 viability – A549 cytotoxicity, counter-screen for Nrf2 inhibitors; Potency, µM (titrated, usually from 46 µM), without a hit: top-dose activity change, negative = cytotoxicity, actives largely listed as inhibitors; AID 504648; actives 0.16% (n = 390,000); A549 ARE-Fluc cells, CellTiter-Fluor viability, 18-24 h; also: potency is read from the fitted curve at half-maximal effect; % is scaled to controls: 0 for no effect and ±100 for the full control effect
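Cytotoxicity counterscreen: CellTiter-Fluor fluorescence was measured in A549 ARE_Fluc cells after 18-24 h of compound exposure in a concentration series. The subsequent BugLite luminescent read reports ARE-luciferase activity.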
ATXN2 expr inh – inhibitors of ATXN2 expression. HEK-293 ATXN2-luciferase reporter, luminescence, 24 h. Potency, µM (titrated, usually from 57 µM), for the others: at the top dose activity change, negative = inhibition, hits mostly inhibitors. actives 0.72% (n = 360,000). AID 1745845; also: potency is read from the fitted curve at half-maximal effect; % is scaled to controls: 0 for no effect and ±100 for the full control effect; nearly all actives have a fitted effect of over 55% in size
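ATXN2-luciferase reporter cells (luciferase flanked by upstream and downstream ATXN2 gene portions) were treated 24 h at 37 °C with compounds at up to 57 uM. SteadyGlo luminescence gave expression; GF-AFC fluorescence gave viability.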
Starred values were filed as active, the others as inactive; i = inactive; u = inconclusive; x = no result given; [ ] = remark or other dose. Unless noted, calls follow the shape of the dose curve; as a rule, active = well fitted curve in the direction sought with a large enough effect; inconclusive = small, poorly fitted or top-dose-only effect, or another doubt; inactive = no such curve, though single readings can be large; an effect the other way counts as inactive or inconclusive.

Structure,EPAC2 agonist,HepG2 tox,A549 viability,Nrf2 activator,IL2 activator,Nrf2 block,S2 tox,ATXN2 expr inh,TGFb SMAD3 inh
CC(Sc1nnc2ccccn12)C(=O)N1CCc2ccccc2C1 (centres undefined),-2%,-3%,-4%,3.6%,0.2,x,i,16%,-18%
Cc1c(C)n(CC(O)CN(CCO)CCO)c2ccccc12 (centres undefined),2%,-22%,4%,0.4%,-0.3,0%,i,-11%,-12%
CC(CC(=O)c1ccccc1)=NCCCN=C(C)CC(=O)c1ccccc1,24%,-15%,x,4.1%,-0.3,x,u,x,0%
CC1(C)Cc2c(sc(NC(=O)C(=O)N3CCCCC3)c2C(=O)O)CO1,10%,9%,-8%,-0.7%,1.5,u,i,x,-7%
COc1cccc(C(=O)O/N=C(\N)Cc2ccc(Cl)cc2)c1,6%,-31%,-4%,0.7%,-2.7,-4%,i,3%,u
COCCNC(=O)CNC(=O)c1nn(-c2ccc(OC)c(Cl)c2)c(=O)c2ccccc12,0%,5%,-2%,-0.3%,-0.4,1%,u,u,-10%
O=C(CC1N=C2c3ccccc3N=C(SCC(=O)Nc3ccc(F)cc3)N2C1=O)NCc1ccco1 (centres undefined),x,-23%,-10%,0.6%,x,x,x,x,-4%
O=C(COc1ccc2c(c1)CCC2)N1CCc2ccccc21,14%,-22%,1%,2.3%,-3.2,u,i,35%[activator],-12%
C/C(=N\Nc1ccc(S(N)(=O)=O)cc1[N+](=O)[O-])c1ccccc1O,-7%,-7%,-4%,5.7%,5.8,-19%,i,7%,-26%
CC(=O)N1c2ccc(S(=O)(=O)NCC3CCC(C(=O)NC4CCCCC4C)CC3)cc2CC1C (centres undefined),-9%,-5%,2%,0.3%,-2.8,u,i,-7%,-14%
Cc1ccccc1Oc1ccc2c(c1)[C@@H]1C[C@H](N(C)C(=O)Nc3cc(Cl)cc(Cl)c3)[C@H]([C@H](C)O)C(=O)N1CC2,1%,-58%,-17%,3.4%,0.0,u,i,-34%,-25%
O=C(C1CCCN(S(=O)(=O)c2cccs2)C1)N1CCC(N2CCCCC2)CC1 (centres undefined),7%,10%,4%,-0.4%,0.7,2%,i,-1%,9%
CC(=O)N(c1ccccc1)C1CCCC1,4%,-86%,-2%,0.2%,3.1,-2%,i,-6%,23%
Cc1nnc2n1N=C(c1ccc3c(c1)NC(=O)CO3)CS2,-4%,-1%,0%,7.7%,-0.9,u,i,5%,-2%
COc1cc(OC)c(C(=O)NNC(=S)NC2CCCCC2)cc1OC,8%,6%,4%,-0.9%,12,u,i,-9%,0%
COCCNC(=O)C1(C)Cc2c(-c3cccc(C(F)(F)F)c3)ccnc2O1 (centres undefined),5%,-26%,x,-0.2%,-0.5,x,i,0%,-14%
CC(NS(=O)(=O)c1ccc(Br)cc1)c1ccccc1 (centres undefined),-3%,-32%,13%,-0.2%,-2.0,12%,i,0%,-4%
CCn1c2ccccc2c2nnc(SCN3C(=O)c4ccccc4C3=O)nc21,0%,-9%,-12%,2.1%,0.2,0%,i,7%,-2%
COc1cc(C(=O)NCc2cccnc2)ccc1OCC(=O)Nc1cccc(C(F)(F)F)c1,3%,-37%,2%,3.4%,-1.0,6.5µM*,i,-37%,-9%
CCCNC(=S)NC1CCCC1,3%,-13%,-8%,-0.2%,0.1,19%,i,3%,0%
Cc1cccc(N2C(=O)CC(Sc3nnc(C)s3)C2=O)c1 (centres undefined),14%,0%,-8%,25%,-0.9,11%,i,-3%,u
CCOc1cc(C(=O)Nc2ccc(C)cc2C)ccc1OCC(=O)N1CCCCC1,12%,-14%,0%,-1.4%,0.5,-14%,i,-19%,8%
O=C(Nc1ccc2nc(SCC(=O)N3CCOCC3)sc2c1)c1ccccc1Cl,x,-13%,-9%,-0.6%,x,u,x,x,u
COc1ccc(NCc2ccc(OC)c(Cn3ccnc3)c2)c(OC)c1,0%,-43%,-6%,-0.4%,-2.4,-8%,i,1%,5%

3 compounds from above, ordered by the number in IL2 activator, rising:
SMILES | IL2 activator | Nrf2 block | TGFb SMAD3 inh
CC(NS(=O)(=O)c1ccc(Br)cc1)c1ccccc1 (centres undefined) | -2.0 | 12% | -4%
Cc1cccc(N2C(=O)CC(Sc3nnc(C)s3)C2=O)c1 (centres undefined) | -0.9 | 11% | u
COCCNC(=O)C1(C)Cc2c(-c3cccc(C(F)(F)F)c3)ccnc2O1 (centres undefined) | -0.5 | x | -14%

(more compounds)
Structure,EPAC2 agonist,HepG2 tox,A549 viability,Nrf2 activator,IL2 activator,Nrf2 block,S2 tox,ATXN2 expr inh,TGFb SMAD3 inh
CCOC(=O)[C@H]1[C@H]2COc3ccc(Cl)cc3[C@@H]2N2C(=O)c3cc(OC)ccc3NC(=O)[C@@]12C,15%,-4%,-1%,-0.7%,1.9,2%,i,-11%,5%
COc1ccc(OC)c(C2C(C(C)=O)=C(O)C(=O)N2CCC(=O)O)c1 (centres undefined),7%,6%,-2%,0.3%,-1.3,-2%,i,6%,-24%
CCC1CCCCN1C(=O)COC(=O)c1cc(C)nc2ccccc12 (centres undefined),9%,-11%,-4%,-1.5%,-0.4,-13%,i,-1%,-5%
COc1ccc(CCNC(=O)CCNC(=O)c2ccccc2Cl)cc1,3%,-9%,4%,-0.2%,0.4,-2%,i,-4%,-5%
O=C(CS(=O)(=O)c1ccc(F)cc1)N1CCOCC1,6%,20%,7%,-0.7%,-0.8,10%,i,-4%,16%
COc1ccc(Nc2nnc(-c3ccc(O)cc3)c3ccccc23)cc1,6%,-44%,8%,17%,-0.7,1%,i,0%,u
COc1ccc(CC(=O)N2CCN(c3ccc(F)cc3)CC2)cc1,-8%,-12%,1%,-0.1%,-2.2,-14%,i,0%,-2%
Cc1cc(C(=O)OCC(=O)Nc2ccc(F)cc2)c(C)o1,-7%,2%,-2%,-0.3%,-2.5,u,i,-12%,21%
O=C1c2ccccc2CC1(Cc1ccccc1)Cc1ccccc1,8%,-34%,-13%,0.3%,1.3,u,i,-17%,10%
CC(C)(C)N1C(=O)c2ccc(C(=O)O)cc2C1=O,2%,7%,-6%,-1.3%,0.6,-15%,i,5%,u
O=C(NN=Cc1ccc2c(c1)OCO2)c1ccc([N+](=O)[O-])cc1,-5%,8%,x,0.2%,1.2,x,i,17%,-9%
CCN1CCN(c2ncc3c(n2)CC(c2ccccc2O)CC3=O)CC1 (centres undefined),x,-20%,8%,0.7%,x,x,i,-7%,10%
CC1CC(C)CN(C(=O)CCCn2c(=O)c3cccn3c3cccnc32)C1 (centres undefined),5%,-3%,0%,0.2%,0.0,-27%,i,-20%,1%
COc1cccc(CNC(=O)COC(=O)/C(C#N)=C/c2ccc(N(C)C)cc2)c1,3%,-14%,-6%,-0.5%,-0.3,-13%,i,-2%,-1%
COc1cc(NC(=O)CSc2nnc3ccc(-c4cccnc4)nn23)cc(OC)c1,0%,5%,-2%,0.5%,0.5,2%,i,20%,-2%
COc1ccc2nc(C)cc(SCC(=O)Nc3c(C)cc(C)cc3C)c2c1,-11%,-5%,-5%,0.0%,-0.2,2%,i,-2%,-16%
COc1ccc(CNC(=O)CN2CCSc3ccccc32)c(OC)c1,x,-22%,u,6.2%,x,x,i,-1%,7%
CCOc1ccc(CCNC(=O)c2ccc(Cn3c(=O)c4cccn4c4cccnc43)cc2)cc1,x,-5%,u,-0.8%,x,12µM*,x,x,u
O=C(CCSc1ccccc1)NCC1CCCO1 (centres undefined),2%,-1%,-5%,0.4%,0.2,1%,u,9%,-18%
COc1ccccc1NC(=O)CN(C)S(=O)(=O)c1ccc2c(c1)c(=O)n(C)c(=O)n2C,x,0%,2%,0.4%,x,16%,i,8%,-14%
COc1ccc(C2=Nn3c(nnc3-c3ccncc3)SC2)cc1OC,6%,-31%,u,12%,-3.3,u,i,3%,45%[activator]
COc1ccc(OC)c(N(CC(=O)NCc2ccccn2)S(C)(=O)=O)c1,1%,-4%,-5%,-0.1%,1.9,u,i,6%,0%
CC1CCCCN1CCCNc1ccc(C(CC(N)=O)NC(=O)c2ccccc2)cc1[N+](=O)[O-] (centres undefined),6%,-1%,-9%,0.0%,0.7,0%,i,7%,-3%
CCOc1ccc(Br)cc1S(=O)(=O)Nc1cccc(S(=O)(=O)N(CC)CC)c1,-2%,-2%,1%,-1.1%,-2.4,7%,i,-16%,-2%
Clc1ccc(C2=NOC(c3nnc(-c4ccccc4)o3)C2)cc1 (centres undefined),-2%,0%,-1%,-1.6%,1.0,-11%,i,9%,-26%
O=C(c1cc(C2CC2)on1)N1CCN(c2ccc(F)cc2)CC1,-2%,-5%,-5%,1.6%,0.1,-12%,u,-9%,-1%
Cc1ccc(OCC(=O)N(Cc2ccc(N(C)C)cc2)CC2CCCO2)cc1C (centres undefined),x,-32%,-10%,0.4%,x,-16%,x,x,-21%
C[C@@H]1O[C@@H](Oc2c(-c3cc(O)c(O)c(O)c3)oc3cc(O)cc(O)c3c2=O)[C@H](O)[C@H](O)[C@H]1O,-1%,-4%,u,0.8%,-0.3,6%,u,6%,-6%
Cc1ccc2cc(-c3noc(C4CCCCC4)n3)c(=O)[nH]c2c1,1%,0%,-1%,-1.2%,-4.2,10%,i,2%,-3%
CN(C(=O)COC(=O)c1cccnc1Nc1ccccc1F)C1CCS(=O)(=O)C1 (centres undefined),12%,-2%,0%,2.7%,-3.8,25%,i,x,-4%
COc1ccccc1NS(=O)(=O)c1cccc(C(=O)NCc2ccncc2)c1,0%,-2%,-2%,0.1%,-1.1,-3%,i,-1%,-1%
